CHT block: human CHT choline transport inhibition. Q9GZV3. CHT-expressing cells, membrane potential dye, choline response; active compounds read low. B-score at 10 µM. 0.86% of 310,000 active. AID 488975;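 active = B-score over 3 SD under the library average, and starting fluorescence ratio not unusually high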;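 also: choline stimulus applied at its EC90 after an EC20 pre-addition; B-score computed on integrated fluorescence ratio after choline addition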
Target sequence (Q9GZV3 whole entry, looked up): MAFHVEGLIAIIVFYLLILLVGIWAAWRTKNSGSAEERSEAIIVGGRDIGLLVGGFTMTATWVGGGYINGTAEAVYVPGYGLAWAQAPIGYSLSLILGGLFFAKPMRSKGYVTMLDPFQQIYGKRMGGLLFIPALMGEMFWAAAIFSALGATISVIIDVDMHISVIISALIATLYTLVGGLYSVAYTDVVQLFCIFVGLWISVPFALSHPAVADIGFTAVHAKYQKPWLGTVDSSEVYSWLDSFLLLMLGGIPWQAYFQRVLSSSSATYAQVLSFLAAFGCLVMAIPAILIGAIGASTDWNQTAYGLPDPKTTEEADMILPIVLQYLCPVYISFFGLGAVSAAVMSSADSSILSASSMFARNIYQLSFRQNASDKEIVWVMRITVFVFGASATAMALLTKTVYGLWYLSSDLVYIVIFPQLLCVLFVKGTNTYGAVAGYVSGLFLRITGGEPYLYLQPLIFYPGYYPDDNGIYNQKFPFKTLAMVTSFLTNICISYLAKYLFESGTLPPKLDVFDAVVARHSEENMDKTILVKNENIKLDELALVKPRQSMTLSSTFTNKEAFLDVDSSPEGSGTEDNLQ
CHT allo act: allosteric activators of human choline transporter CHT; Q9GZV3; CHT-expressing cells, membrane potential dye, choline EC20; active compounds read high; LV-AA mutant CHT in HEK293 cells; B-score at 10 µM; 0.49% of 310,000 active; AID 488977;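 active = initial fluorescence not abnormally high and integrated response B-score, plate-corrected, over 3 SD above library mean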
* hit, by the source's call; i = inactive. Hits appear at their usual frequency; 1.4% or so of the library scored in one or more.

Start of the listing, in advance (three entries):
Structure | CHT block | CHT allo act
COc1ccccc1NC(=O)CSc1nnc(-c2ccccn2)n1Cc1ccco1 | i | i
C=CCN1C(=O)C(Cc2ccc(OCC)cc2)S/C1=N\N=C\c1cccs1 (stereo not given) | i | i
CC(Sc1nnc(-c2ccccc2F)n1N)C(=O)NCC1CCCO1 (stereo not given) | i | i

Main list, from the first entry:
Structure | CHT block | CHT allo act
COc1ccccc1NC(=O)CSc1nnc(-c2ccccn2)n1Cc1ccco1 | i | i
C=CCN1C(=O)C(Cc2ccc(OCC)cc2)S/C1=N\N=C\c1cccs1 (stereo not given) | i | i
CC(Sc1nnc(-c2ccccc2F)n1N)C(=O)NCC1CCCO1 (stereo not given) | i | i
CC1(C)CC(=O)C(CS(=O)(=O)c2ccccc2)=C(Cl)C1 | i | i
CC(C)c1ccc(NC(=O)COC(=O)CSc2nnc(N)s2)cc1 | i | i
Cc1ccc(S(=O)(=O)NC2CCCCCCC2)cc1 | i | i
CC(C)(O)C#Cc1ccc(CN2CCC(CO)(CCc3ccccc3)CC2)cc1 | i | i
COc1ccccc1NC(=O)COc1ccc(Br)cc1CO | i | i
CC(C#Cc1c([C@@H](C)Oc2ccccc2)nnn1Cc1ccccc1)Oc1ccccc1 (stereo not given in full) | i | i
CC1(c2ccccc2)NC(=O)N(CC(=O)Nc2ccc([N+](=O)[O-])cc2)C1=O (stereo not given) | i | i
Fc1ccccc1-c1nc2ccccc2[nH]1 | i | i
CN(CC(=O)Nc1cccnc1Cl)S(=O)(=O)c1ccc(Cl)cc1 | i | i
COc1ccc(S(=O)(=O)Nc2ccc(Cl)cn2)cc1 | i | i
O=C(COc1ccc(Cl)cc1[N+](=O)[O-])N/N=C/c1cccs1 | i | i
CCCC(C)NC(=O)c1c2c(nc3ccccc13)CCC2 (stereo not given) | i | i
COc1ccc(CCNc2nc(-c3ccccn3)cs2)cc1OC | i | i
CC(C)(C)NC(=O)C(c1ccccn1)N(C(=O)C1CSC(=O)C1)c1ccccc1F (stereo not given) | i | i
O=C(Nc1cc(Cl)ccc1N1CCOCC1)c1ccc(N2CCCCC2)c([N+](=O)[O-])c1 | i | i
O=C(c1ccco1)N1CCN(C(=O)c2cc(-c3ccc(F)cc3)no2)CC1 | i | i
O=c1nc(Nc2ccc([N+](=O)[O-])cc2)[nH]c(=O)[nH]1 | i | i
CC(=O)Nc1ccc(NCN2C(=O)C3C4CCC(C4)C3C2=O)cc1 (stereo not given) | i | i
Cc1cccc(N(C(=O)c2snc(C(N)=O)c2N)C(C(=O)NCC2CCCO2)c2cccs2)c1 (stereo not given) | i | i
Cc1cc(C)nc(N/N=C/c2ccccc2OCc2ccccc2)n1 | i | i
COc1ccc(C(=O)NCCc2nnc(SCC(=O)Nc3ccccc3C(C)C)n2C)cc1 | i | i

Whole records from above. Screens in order: CHT block, CHT allo act
`CC(=O)Nc1ccc(NCN2C(=O)C3C4CCC(C4)C3C2=O)cc1` (stereo not given) as listed: i, i
`O=c1nc(Nc2ccc([N+](=O)[O-])cc2)[nH]c(=O)[nH]1` as listed: i, i
`Cc1cc(C)nc(N/N=C/c2ccccc2OCc2ccccc2)n1` as listed: i, i
`O=C(c1ccco1)N1CCN(C(=O)c2cc(-c3ccc(F)cc3)no2)CC1` as listed: i, i

More entries:
Structure | CHT block | CHT allo act
O=C(CCNS(=O)(=O)c1ccc(Br)cc1)NCCc1ccccc1 | i | i
CC(c1ccon1)N(C)Cc1cn(C)nc1-c1cccc(Cl)c1 (stereo not given) | i | i
COc1cccc(NC(=O)NC2CCCCCCC2)c1 | i | i
N#CC(C(=O)NC1CC1)c1nc2ccccc2nc1N1CCN(C/C=C/c2ccccc2)CC1 (stereo not given) | i | i
CCn1c(=O)n(CC)c2cc(N3CCCC3)c(NC(=O)c3ccc(C)c([N+](=O)[O-])c3)cc21 | i | i
Cc1cc(Nc2ccc(F)c(Cl)c2)n2ncnc2n1 | i | i
COc1cccc2cc(C(=O)OC3CCN(C)CC3)c(=O)oc12 | i | 6.7*
Cc1n[nH]c(C)c1N=Nc1cc(Cl)ccc1Cl | i | i
Cc1cccc(C)c1N1CCN(CCn2c(=S)[nH]c3ccccc3c2=O)CC1 | i | i
O=C(Oc1cccnc1)c1ccccc1[N+](=O)[O-] | i | i
Fc1ccccc1-c1nc(NCc2ccco2)c2ccccc2n1 | i | i
CCOc1ccccc1CNC(=O)CCCC(=O)n1nc(C)c2ccccc21 | i | i
CCC(C)(C)C1CCC(=NNC(=O)c2ccoc2C)CC1 (stereo not given) | i | i
Cc1cccc(C(=O)N2CCCC(CCC(=O)N3CCN(c4ccccn4)CC3)C2)c1 (stereo not given) | i | i
Cc1ccc2[nH]c3c(c2c1)CN(C(=O)CN1CCN(c2ccccn2)CC1)CC3 | i | i
CN1C(C(=O)NCc2cccs2)=CC(c2ccc(F)cc2)=NS1(=O)=O | i | i
O=C(COC(=O)C1CCC1)NC(=O)c1ccccc1 | i | i
Nc1nc(SCC(=O)Nc2ccc(OC(F)(F)F)cc2)[nH]c(=O)c1NC(=O)c1ccc(Br)o1 | i | i
CC(C)NC(=O)CCCc1cn(C)c2ccccc12 | i | i
O=C(O)c1cc(N=Nc2c(O)[nH]c3ccc([N+](=O)[O-])cc23)ccc1Cl | i | i
CCCCN(CC(=O)NC1CCCC1)C(=O)C(=O)Nc1ccc2c(c1)OCCO2 | i | i
Cc1ccc(CN2CCN(Cc3cnc(N4CCOCC4)s3)CC2CCO)cc1 (stereo not given) | i | i
O=C(CSc1ccc2nnc(-c3cccnc3)n2n1)Nc1ccccc1C(F)(F)F | i | i
COc1cccc(/C=C2\N=C(c3c(-c4ccccc4)noc3C)OC2=O)c1OC | i | i
CN1Cc2c(N)cccc2C(c2ccccc2)C1 (stereo not given) | i | i
CC(=O)N1c2ccc(S(=O)(=O)N3CCCCC3)cc2CC1C(=O)NCc1cccc(Cl)c1 (stereo not given) | i | i
Cc1nnc(NC(=O)CSc2nccn2-c2cccc(C)c2C)s1 | i | i
Cc1ccc(Cl)cc1N(C(=O)c1csnn1)C(C(=O)NC1CCCC1)c1ccco1 (stereo not given) | i | i
O=C(CSc1nnc([C@@H]2CCCN2)o1)c1ccc(Cl)cc1 | i | i
O=C(NCCCO)c1ccc(CSc2nc3ccccc3[nH]2)cc1 | i | i
N#CCc1c(C#N)c(N)nc(N2CCN(c3ccc(F)cc3)CC2)c1C#N | i | i
Cc1ccc(-c2ccc(C(=O)Nc3cccc(F)c3)o2)c2ccccc12 | i | i
O=[N+]([O-])c1ccccc1N/N=C/c1ccccc1 | i | i
O=C(COC(=O)Cc1ccc2c(c1)OCCO2)Nc1ccc(S(=O)(=O)N2CCCC2)cc1 | i | i
O=C(CN1C(=O)NC2(CCCCC2)C1=O)Oc1ccc2c(C(F)(F)F)cc(=O)oc2c1 | i | i
CCC(=O)Nc1nnc(SCCN2CCOCC2)s1 | i | i
Cc1ccc2c(c1)N(CC(=O)N1CCCC(C)C1)C(=O)CO2 (stereo not given) | i | i
Cc1ccc(C(=O)Oc2oc(-c3ccco3)nc2C=Nc2ccc(Cl)cc2)cc1 | i | i
COC(=O)c1ccc(NC(=O)CCS(=O)(=O)c2ccc(Br)s2)cc1 | i | i
Cc1ccccc1NC1c2ccccc2C(=O)N1Cc1ccco1 (stereo not given) | i | i

More results follow:
SMILES | CHT block | CHT allo act
O=[N+]([O-])c1ccc(N2CCN(CCOCCO)CC2)c([N+](=O)[O-])c1 | i | i
CC(C)CCn1nnnc1C(c1ccccc1F)N1CCC(C(N)=O)CC1 (stereo not given) | i | i
O=C(Nc1ccc(F)cc1)Nc1nnc(-c2ccncc2)s1 | i | i
CN(C)C(CNC(=O)c1cccc(C(F)(F)F)c1)c1ccco1 (stereo not given) | i | i
N=c1ccn(CC(=O)NC(N)=O)c2ccccc12 | i | i
CCNC(=S)N/N=C(\C)c1ccco1 | i | i
COCc1cc(C)nc(NCCc2ccccc2)c1C#N | i | i
O=C(COC(=O)c1ccc(Sc2ccccc2)c([N+](=O)[O-])c1)NC1CCS(=O)(=O)C1 (stereo not given) | i | i
CSCCC(C(=O)OCC(=O)c1ccc(C)c(C)c1)N1C(=O)c2cc(Cl)c(Cl)cc2C1=O (stereo not given) | i | i
Cc1cc(Cl)c2oc(C(=O)N3CCN(C(=O)c4ccco4)CC3)c(C)c2c1 | i | i
OC(CCc1ccncc1)c1ccccc1 (stereo not given) | i | i
O=C(NCc1ccc(Cl)cc1)c1ccc2ccccc2n1 | i | i
O=C1C2CC=C(Cl)CC2C(=O)N1CC1Cc2ccccc2CO1 (stereo not given) | i | i
CCOC(=O)Cn1nnnc1CN1CCN(c2ccc(OC)cc2)CC1 | i | i
COc1ccc(CC(=O)Nc2ccc(NC(=O)c3ccccc3F)cc2)cc1 | i | i
COC(=O)c1c(NC(=O)C2COc3ccccc3O2)sc2c1CCN(C(C)=O)C2 (stereo not given) | i | i
COc1cccc(-n2c(SCC(N)=O)nnc2-c2c[nH]c3ccccc23)c1 | i | i
O=C(Cc1ccc([N+](=O)[O-])cc1)Nc1ccon1 | i | i
CC12CCC(C(=O)N3CCN(Cc4ccccc4)CC3)(OC1=O)C2(C)C (stereo not given) | i | i
Cc1c(OCC(=O)NCc2cccnc2)ccc2c3c(c(=O)oc12)CCCC3 | i | i
C=CCOc1c(/C=N\NC(N)=O)cccc1OC | i | i
Cc1nc2ccc(S(=O)(=O)NCC(=O)N3CCCC(C)C3)cc2s1 (stereo not given) | i | i
COC(=O)c1ccccc1NC(=O)C1CCN(c2ncnc3c2nc2n3CCCCC2)CC1 | i | i
Cc1ccc(-c2nnc(SCC(=O)NC3CCCC3)n2C)cc1 | i | i
S=C(N/N=C/c1ccccc1Cl)Nc1ccccc1 | i | i
C=CCn1c(-c2cccn(Cc3ccc(Cl)cc3Cl)c2=O)n[nH]c1=S | i | i
CC(C)(C)c1ccc(OCC(O)CS(=O)(=O)c2ccccn2)cc1 (stereo not given) | i | i
O=C(NCc1ccccc1)c1ccco1 | i | i
Nc1ccc(C(=O)c2cccs2)cc1[N+](=O)[O-] | i | i
CC(=O)Nc1sc2c(c1C#N)CCCCC2 | i | i
O=C(O)c1cc(/C=C/c2ccc(N3CCOCC3)cc2)nc2ccccc12 | i | i
N#C/C(=C\c1ccc(-c2cccc(C(F)(F)F)c2)o1)C(=O)Nn1cnnc1 | i | i
CCOC(=O)C1=C(COC(=O)CNC(=O)c2ccccc2F)NC(=O)NC1C (stereo not given) | i | i
CSc1ncccc1C(=O)OCc1c(F)cccc1Cl | i | i
CC1CCN(S(=O)(=O)c2cccc(S(=O)(=O)N3CCOCC3)c2)CC1 | i | i
CNc1nc(C23CC4CC(CC(C4)C2)C3)cs1 | i | i
COc1cc(/C=N\NC(=O)c2ccc(C)nc2)ccc1OC(=O)c1ccc2c(c1)OCO2 | i | i
CCN(CC)C(=O)c1csc(Nc2cccc3ccccc23)n1 | i | i
Cc1ccc(S(=O)(=O)N2CCC(C(=O)NCCCN3CCCCCC3)CC2)cc1 | i | i
COc1ccc(-c2[nH]n(-c3ccc([N+](=O)[O-])cc3)c(=O)c2C=NCc2ccc(F)cc2)cc1 | i | i

4 compounds drawn at random from the list so far:
SMILES | CHT block | CHT allo act
CN1C(C(=O)NCc2cccs2)=CC(c2ccc(F)cc2)=NS1(=O)=O | i | i
Cc1ccc(Cl)cc1N(C(=O)c1csnn1)C(C(=O)NC1CCCC1)c1ccco1 (stereo not given) | i | i
CC(C#Cc1c([C@@H](C)Oc2ccccc2)nnn1Cc1ccccc1)Oc1ccccc1 (stereo not given in full) | i | i
O=C(NCc1ccc(Cl)cc1)c1ccc2ccccc2n1 | i | i

Going on with the list.
SMILES | CHT block | CHT allo act
COc1ccc(S(=O)(=O)N(CCc2ccccc2)CC(=O)N/N=C/c2ccc3c(c2)OCO3)cc1 | i | i
CCc1cccc(C)c1NC(=O)CCCC(=O)O | i | i
CC(C(=O)Nc1ccccn1)N1C(=O)C2C3C=CC(C3)C2C1=O (stereo not given) | i | i
CC(C)CNC(=O)c1ccccc1N(Cc1ccccc1)S(C)(=O)=O | i | i
O=S(Cc1ccc(Cl)cc1)CC(O)COCc1ccc(Cl)cc1 (stereo not given) | i | i
Cc1ccc(/C=N/N=C2/NC(=O)C(CC(=O)N3CCOCC3)S2)cc1 (stereo not given) | i | i
COc1ccc(C2CC(=O)C=C(O)C2)cc1 (stereo not given) | i | i
O=C(COc1ccccc1)NNC(=S)NC(=O)c1ccc(Cl)cc1Cl | i | i
O=C(Cc1ccc(S(=O)(=O)N2CCOCC2)s1)N(Cc1ccccc1)c1ccccc1 | i | i
CCOC(=O)c1ccc(NC(=O)CSc2nc3cccnc3n2C)cc1 | i | i
Cc1ccnc(NS(=O)(=O)c2ccc(NC(=O)Cc3ccccc3)cc2)n1 | i | i
CC(C)(C)c1cc(NS(=O)(=O)c2cccs2)no1 | i | i
COc1ccc(-c2ccc(CCC(=O)O)n2-c2ccc(O)cc2)cc1 | i | i
CCn1ncc(C2=NOC(C(=O)Nc3ccc(C)cc3)C2)c1C (stereo not given) | i | i
CC(C)NC(=O)COc1cccc2ccccc12 | i | i
CCOc1cc(C)c(C(C)C)cc1S(=O)(=O)N1CC(C)OC(C)C1 (stereo not given) | i | i
COc1cccc(/C=N/NC(=O)CNC(=O)CCc2ccccc2)c1O | i | i
FC(F)(F)c1cccc(Nc2nc(N3CCCC3)nc(N3CCCC3)n2)c1 | i | i
CCc1ccccc1NC(=O)c1ccc2snnc2c1 | i | i
N/C(Cc1cccc2ccccc12)=N\OC(=O)c1ccccc1F | i | i
Cc1cc(NC(=O)CCC(=O)N(CC(=O)NCC2CCCO2)c2ccc(Cl)c(Cl)c2)no1 (stereo not given) | i | i
CCn1c(COc2ccc3c(c2)OCO3)nnc1SCC(=O)c1ccccc1 | i | i

From PubChem BioAssay
